# Dynein cargo inh – inhibitors of GR-EGFP nuclear translocation, primary screen, dynein cargo transport inhibitor project, imaging, high-content, 3617.4 mouse cells. 220,000 compounds, 0.47% hits. AID 1381, 2008. z-score, hits read low. test concentration mostly 20 µM; stimulated with dexamethasone, 1 µM; hits give low values;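 active = plate z-score of nuclear minus cytoplasmic receptor signal below a set negative limit, without overly bright fluorescence or cell loss, cut at about -3.5 in these data, passing the limit was not always enough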;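 note: z-score of nuclear minus cytoplasmic ring GR-EGFP intensity difference per well; some compounds called inactive have numbers as strong as hits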
#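 Buffer or medium: Induction medium lacking tetracycline, stripped serum | Also added: Dexamethasone agonist, 1.0 µM final, for 30 min | Timing: 48 h induction, 1 h compound, 30 min dex at 37 °C | Detection: Formaldehyde fixation, Hoechst nuclear stain, 10x automated fluorescence imaging | Measure: Nuclear versus cytoplasmic GR-EGFP signal, averaged per well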
# PMI inhibition – human PMI inhibitors, high substrate, primary screen, biochemical, fluorescence intensity, high mannose 6-phosphate (AID 1220); 190,000 compounds, 0.66% hits; inhibition, % at 20 µM, or IC50 in µM where a hit was titrated; Mannose-6-phosphate isomerase (Homo sapiens); recombinant PMI enzyme, coupled fluorescence intensity; higher % means a stronger effect
# P. falciparum M17LAP – P. falciparum M17LAP inhibitors, primary screen, biochemical, fluorogenic H-Leu-NHMec substrate, 1536-well (AID 1619); inhibition, % at 30 µM; hits with a dose series show IC50 in µM; 220,000 compounds, 0.38% hits; Leucine aminopeptidase (Plasmodium falciparum (isolate 3D7)); recombinant M17LAP, H-Leu-NHMec fluorogenic kinetic assay; higher % means a stronger effect;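 active = compound inhibiting the enzyme by more than half at any dose during confirmatory dose-response retesting; inconclusive = strong single-dose inhibitors picked by rank but not retested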;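 note: plate controls were full reaction with DMSO carrier for no effect and no enzyme background for full effect; strong numbers were not always called active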
# LYP inhibition – inhibitors of LYP phosphatase, biochemical, fluorescence intensity, uHTS (AID 1779) | Tyrosine-protein phosphatase non-receptor type 22 (Homo sapiens) | recombinant LYP phosphatase, fluorescence intensity; higher % means a stronger effect | one-dose inhibition, % at 11.5 µM; IC50 in µM for titrated hits | 290,000 compounds, 0.054% hits;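 note: plate controls were vehicle with enzyme for no effect and no enzyme for full effect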
# PMI inhibitors – inhibitors of human PMI, primary screen, biochemical, fluorescence intensity, coupled assay (AID 1209) | one-dose inhibition, % at 20 µM; IC50 in µM for titrated hits | purified PMI enzyme, coupled fluorescence intensity; higher % means a stronger effect | 190,000 compounds, 0.42% hits | Mannose-6-phosphate isomerase (Homo sapiens);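 note: plate controls were DMSO vehicle for no effect and wells lacking substrate for full effect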
# XIAP antagonists – XIAP antagonists, biochemical, IAP family, fluorescence polarization (AID 1018); displacement, % at 20 µM; hits with a dose series show IC50 in µM; XIAP BIR domain, fluorescence polarization peptide displacement; higher % means a stronger effect; 200,000 compounds, 0.007% hits; E3 ubiquitin-protein ligase XIAP (Homo sapiens); in the data active = displacement above about 50%; note: a part of the inactive calls stands beside numbers as strong as those of hits
# AID2073 – inhibitors of Mint1-CaV2.2 protein interaction, biochemical, HTRF (AID 2073). Voltage-dependent N-type calcium channel subunit alpha-1B (Homo sapiens). HTRF protein-protein interaction, Mint1-CaV2.2; higher % means a stronger effect. inhibition, % at 20 µM, or IC50 in µM where a hit was titrated. 290,000 compounds, 0.19% hits; in the data active = inhibition mostly above about 51%, no sharp cut-off; inconclusive = no clear call, values can overlap the other calls; inactive = mostly below about 53%; note: some results filed as inactive read as strong as hits
# Siah-1 displacement – Siah-1 peptide-binding antagonists, primary screen, biochemical, fluorescence polarization, rhodamine-plectin, uHTS (AID 1817) | Siah-1 / rhodamine-plectin peptide fluorescence polarization; higher % means a stronger effect | one-dose displacement, % at 20 µM; IC50 in µM for titrated hits | 290,000 compounds, 0.02% hits;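 active = displacement of at least 50% at 20 µM, with a fluorescence ratio check between 0.3 and a set limit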;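 note: plate controls were Siah plus tracer with DMSO for no effect and tracer alone without Siah for full effect; strong numbers were not always called active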
# M1AAP inhibition – P. falciparum M1AAP inhibitors, biochemical, fluorogenic H-Leu-NHMec substrate, 1536-well (AID 1445); Aminopeptidase N (Plasmodium falciparum (isolate 3D7)); recombinant M1AAP, H-Leu-NHMec fluorogenic kinetic assay; higher % means a stronger effect; inhibition, % at 30 µM; hits with a dose series show IC50 in µM; 220,000 compounds, 0.42% hits;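 active = primary inhibition above the hit cutoff, then over 50% inhibition at one or more dose response concentrations, cut at about 23% in these data, passing the limit was not always enough; inconclusive = conflicting primary data, or primary hits not chosen for dose response; inactive = low primary inhibition, or under 50% at every dose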;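 note: plate controls were DMSO full reaction for no effect and no enzyme background for full effect; strong numbers were not always called active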
# Dynein cargo inh cytoplasmic EGFP – second read-out of Dynein cargo inh, no call of its own (marks repeat the call); z-score; measured here: cytoplasmic GR-EGFP intensity; hits give high values
# Dynein cargo inh nuclear GR-EGFP – recorded beside Dynein cargo inh, whose call it bears; z-score; measured here: nuclear GR-EGFP intensity;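 lower value marks the stronger effect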
# Dynein cargo inh cell count – also measured in Dynein cargo inh; calls as there; z-score; measured here: cell count per field
# * marks the source's active call; other numbers are inactive results; ? = inconclusive; nt = no result given. Cut-off read from the data, not from the text of the source, unless noted: active = inhibition above about 50%; inactive = the rest.
mol	Dynein cargo inh	Dynein cargo inh cytoplasmic EGFP	Dynein cargo inh nuclear GR-EGFP	Dynein cargo inh cell count	PMI inhibition	P. falciparum M17LAP	LYP inhibition	PMI inhibitors	XIAP antagonists	AID2073	Siah-1 displacement	M1AAP inhibition
CC(=O)c1cnn(-c2cc(Oc3cccc(C)c3)ncn2)c1C	0.56	-0.25	0.74	0.5	6%	-3%	-1%	17%	-11%	-2%	3%	-8%
Cc1ccccc1OCc1nc2ccccc2c(=O)n1/N=C/c1cn[nH]c1-c1ccccc1	0.28	-0.11	-0.17	-1.5	6%	-7%	8%	6%	-2.8%	21%	13%	-5%
Cc1cccc(NS(=O)(=O)c2ccc(NC(=O)CN(c3cc([N+](=O)[O-])ccc3C)S(C)(=O)=O)cc2)c1	-0.12	-0.26	-0.4	0.52	14%	0%	6%	8%	-2.0%	38%	9%	2%
Cc1cc(C)cc(OCCCC(=O)O)c1	0.26	-0.26	-0.098	0.032	15%	-2%	-3%	20%	0.4%	-2%	0%	4%
CC(C)(C)c1ccc(S(=O)(=O)NC(Cc2ccccc2)C(=O)O)cc1 (stereo unspecified)	0.096	-0.16	0.41	0.48	-8%	7%	-5%	1%	-5.4%	-4%	-6%	6%
COc1ccc2nc(SCC(N)=O)[nH]c2c1	0.37	-0.28	0.4	0.94	14%	2%	0%	14%	-5.7%	-4%	2%	12%
CSc1ccc(/C=N/NC(=O)CNc2cccc3ccccc23)cc1	-0.34	-0.2	-0.21	0.24	17%	2%	-4%	18%	-7.1%	-17%	-2%	3%
CC(C)SC1=NC(C)(C)C=C(/C=C/c2c(Cl)cccc2Cl)N1	-1	0.071	-0.32	0.52	-5%	3%	-2%	0%	-4.0%	-9%	-2%	-11%
CCn1cc(Br)c(C(=O)Nc2ccc(F)c(Cl)c2)n1	-0.24	-0.23	0.068	0.7	-2%	23%	0%	0%	-4.5%	-8%	2%	6%
O=C(c1ccc2c(c1)N(Cc1cccc(Cl)c1)C(=O)c1ccccc1S2(=O)=O)N1CCN(c2ccccn2)CC1	0.51	-0.33	0.096	-0.033	6%	2%	4%	12%	-2.4%	35%	7%	-1%
O=C(Nc1cccc(F)c1)N1CC=C(c2ccc(Cl)cc2)CC1	-0.34	-0.28	0.11	0.27	-4%	3%	6%	-3%	-7.5%	-7%	1%	10%
CCN1CCN(c2cc(=O)n(C3CCCCC3)c(=O)[nH]2)CC1	0.33	-0.077	0.26	-0.96	14%	5%	-2%	14%	1.0%	3%	4%	5%
CCc1nnc(NC(=O)CCc2ccc(C)o2)s1	1	-0.24	0.55	-0.074	1%	1%	-7%	1%	-3.1%	-2%	4%	0%
CCOC(=O)c1cc(CC)sc1N1C(=O)CC(Sc2ncccc2C(=O)O)C1=O (stereo unspecified)	0.23	-0.068	0.84	-0.51	1%	0%	0%	-2%	-5.1%	16%	6%	-1%
Cc1ccc(C(c2nnnn2CC2CCCO2)N2CCN(c3cccc(C)c3C)CC2)cc1 (stereo unspecified)	-0.5	-0.34	-0.27	0.35	8%	0%	8%	15%	-2.2%	0%	2%	5%
Cc1cccc(-n2c(N)cc(=O)[nH]c2=S)c1	-0.61	-0.2	-0.063	-0.39	-6%	13%	0%	-4%	-0.8%	-18%	-2%	11%
CN(C)CCC(O)(c1ccccc1)c1ccccc1	1.2	-0.047	0.59	-1.4	1%	-4%	-7%	-1%	-5.1%	-2%	-1%	6%
COc1ccc(NC(=O)NC23CC4(C)CC(C)(CC(C)(C4)C2)C3)cc1	0.5	-0.21	0.33	-0.69	-2%	-4%	0%	8%	-4.2%	?	1%	5%
Cc1ccc(C(=O)N/C(=C/c2ccco2)C(=O)O)cc1	-0.27	-0.09	-0.029	-0.89	-1%	0%	-4%	6%	-9.0%	-9%	4%	5%
NS(=O)(=O)c1cccc(NS(=O)(=O)c2ccc(/C=C/C(=O)OCC(=O)c3ccccc3)cc2)c1	3	0.33	1.9	-1.7	10%	8%	1%	9%	-5.4%	28%	2%	6%
O=S(=O)(Nc1cccc(C(F)(F)F)c1)c1cccnc1	-0.73	-0.23	0.17	0.64	17%	7%	-1%	20%	0.2%	-3%	5%	11%
O=C(OCc1ccccc1F)c1ccc2c(c1)OCCO2	0.6	-0.27	0.54	1.3	-4%	-2%	-8%	-1%	-2.7%	-7%	-2%	2%
NNS(=O)(=O)c1ccc(Sc2ccccn2)c([N+](=O)[O-])c1	0.26	-0.16	0.12	-0.54	nt	10%	-2%	nt	nt	2%	0%	3%
C/C(=N\Nc1nc(-c2ccccn2)nc2ccccc12)c1ccc(F)cc1	-0.6	-0.79	-0.63	0.27	nt	4%	-1%	nt	nt	-5%	-11%	-1%
O=C(COc1ccccc1)NCc1ccc(-n2cccc2)cc1	-0.27	-0.21	-0.13	0.11	2%	0%	5%	-3%	-6.0%	-5%	-2%	0%
CCOC(=O)C1(CCOC)CCN(C(=O)c2ccccc2-c2cccc(C)c2)CC1	-0.39	-0.25	-0.31	0.52	-18%	0%	-9%	-32%	-6.8%	-4%	8%	-5%
O=C(CNC(=O)c1cccs1)c1ccc([N+](=O)[O-])cc1	-0.63	-0.33	-0.45	0.52	-82%	5%	-9%	-67%	-4.3%	0%	5%	7%
COc1ccc(NC(C)=O)cc1NC(=O)CSc1nc2ncccc2[nH]1	0.77	-0.16	0.57	-0.57	12%	2%	-7%	11%	-3.2%	2%	2%	5%
Cc1cccc(N2CCN(C(=O)C3CCN(S(=O)(=O)c4cccnc4)CC3)CC2)c1C	-0.3	-0.31	0.0048	0.53	8%	4%	-2%	6%	-3.5%	6%	2%	7%
Cn1c(Cn2cnc3ccccc32)nnc1SCC(=O)CC(=O)Nc1ccccc1	0.2	-0.23	0.53	-0.65	5%	9%	-4%	2%	-0.5%	-3%	2%	0%
Cc1ccc(S(=O)(=O)NCC(=O)OCc2csc(-c3ccccc3)n2)cc1	-0.33	-0.19	0.2	-0.52	-4%	3%	1%	-8%	-1.5%	-6%	1%	2%
CC(C)C(NC(=O)c1ccc(Br)cc1)C(=O)NC1=NCCS1 (stereo unspecified)	-1.2	-0.016	-0.61	0.56	-3%	-4%	5%	-7%	-7.0%	32%	3%	-1%
CC1CCN(c2nc3c(c(=O)[nH]c(=O)n3C)n2Cc2ccccc2Cl)CC1	-1.4	-0.23	-0.85	1.6	8%	3%	5%	0%	-5.7%	21%	2%	8%
CCOc1cc(N2CCOCC2)c(OCC)cc1NC(=O)CN1CCN(Cc2ccc3c(c2)OCO3)CC1	-0.19	-0.28	0.43	-0.38	13%	-1%	-7%	2%	-2.9%	3%	9%	3%
Clc1ccc(Nc2nc(NCCN3CCOCC3)nc(N3CCOCC3)n2)cc1	-1.8	0.15	-0.12	1.1	-2%	8%	5%	-2%	-2.4%	-1%	3%	5%
Cc1cc2oc(C(=O)NCc3ccncc3)c(C)c2cc1C	-0.71	-0.28	-0.4	0.92	-12%	-6%	-1%	-7%	-5.5%	9%	-3%	1%
O=C(O)c1c(F)c(F)cc2ccccc12	-0.35	-0.25	-0.097	0.12	-19%	3%	-2%	-9%	-9.3%	-7%	-2%	3%
Cc1cccc(Nc2nnc(SCC(=O)Nc3ncc(C(F)(F)F)cc3Cl)s2)c1C	-0.17	-0.27	-0.22	0.047	13%	12%	3%	18%	-22%	-1%	-1%	5%
O=C(NC1CCCC1)C(c1ccncc1)N(Cc1ccccc1)C(=O)Cc1cccs1 (stereo unspecified)	0.12	-0.053	0.27	-0.69	5%	2%	-9%	6%	-0.5%	-9%	0%	9%
Cc1ccc(S(=O)(=O)Nc2c(C)ccc3nsnc23)cc1	0.061	-0.26	-0.09	0.38	23%	9%	1%	2%	-7.0%	21%	11%	2%
C=C(C)C(=O)Nc1cccc(C2=NOC3(C2)C[C@H](C(N)=O)N(C(=O)C(c2ccccc2)c2ccccc2)C3)c1 (stereo partly specified)	-0.56	-0.65	-0.22	0.38	nt	2%	1%	nt	nt	41%	16%	7%
CCc1c(O)nc(SCC(=O)NC(C)(C)C)n(-c2ccccc2)c1=O	0.005	-0.17	0.85	-0.36	2%	2%	0%	6%	-1.3%	-5%	-4%	8%
Cc1csc(C2=C(O)CN(CCc3ccccc3)C2=N)n1	-0.47	-0.41	0.11	0.42	5%	-10%	-10%	0%	-2.9%	-8%	4%	1%
Cc1ccc(C(=O)Oc2ccc3c(c2)ncn3C)cc1	-0.28	-0.25	-0.2	0.82	2%	7%	-6%	8%	-5.6%	2%	-3%	1%
CCOc1c2ccc(C(=O)NCc3cc(C(F)(F)F)cc(C(F)(F)F)c3)cc2nn1C	-0.6	-0.2	0.19	0.65	14%	-9%	-6%	17%	5.0%	10%	-1%	12%
Nc1nc(-c2ccc(Br)s2)c(Br)s1	1.2	-0.066	0.8	-0.086	-11%	7%	-7%	5%	-2.9%	12%	4%	3%
Cc1ccc2c(c1)c1nnc(SCC(=O)Nc3cccc(Cl)c3C)nc1n2CC(=O)O	1.8	-0.18	0.93	-0.91	-41%	?	8%	-49%	-8.2%	15%	4%	8.4µM*
COc1ccc2cc[nH]c2c1	0.35	-0.2	0.16	0.018	-8%	-1%	-10%	-10%	-4.7%	18%	2%	5%
Cc1cc(NCc2ccccc2Cl)n2nnnc2n1	0.75	-0.21	0.66	0.73	-7%	4%	-6%	0%	-7.6%	5%	-5%	-2%
S=C(c1ccc2c(c1)OCO2)N1CCOCC1	0.52	-0.28	0.71	0.49	nt	-8%	-9%	nt	nt	-26%	-5%	-3%
